Screening data (PubChem BioAssay)
Ba/F3 V617F tox = loss of viability in JAK2V617F-driven Ba/F3 cells. Ba/F3 EpoR-JAK2V617F viability, ATP luminescence. inhibition, % at 5.6 µM. actives 1.1% (n = 220,000);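 active means inhibition above the campaign mean plus 3 SD over all tested compounds, cut at about 24% in these data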;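 further: cytokine-independent growth of Ba/F3 cells driven by EpoR plus mutant JAK2; 0% = DMSO-treated cells and 100% = JAK inhibitor I control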
S1P4 antagonist = human S1P4 receptor antagonism | inhibition, % at 4.98 µM | S1P4-expressing cells, antagonist mode, reporter read-out | actives 0.26% (n = 220,000) | AID 1510 | O95977; in the data active means inhibition above about 29%;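 further: 0% = wells stimulated with agonist and 100% = vehicle wells without agonist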
BaF3 tox = parental Ba/F3 viability inhibition as JAK2V617F counter-screen; CellTiter-Glo ATP luminescence; inhibition, % at 5.6 µM; actives 1.1% (n = 220,000);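 active means inhibition above a per-campaign cutoff, the mean inhibition of all tested compounds plus 3 SD, cut at about 27% in these data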;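 further: 0% = DMSO wells and 100% = JAK Inhibitor I control wells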
Calpain2 inh = inhibitors of pig calpain II. inhibition, % at 16 µM. actives 0.37% (n = 220,000). AID 1236. purified calpain II, fluorogenic peptide substrate, 30 min;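 active means inhibition above about 50%, limit read from the data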
PERK inhibitor = human PERK inhibition, primary cell-based screen. Q9NZJ5. CHO PERK-DD fusion, SEAP luminescence translation reporter. inhibition, % at 5.6 µM. actives 0.17% (n = 220,000). AID 1416;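 active means inhibition above the mean inhibition of all tested compounds plus 3 SD, set separately per screening campaign, cut at about 2.9% in these data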;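 further: PERK kinase domain activated by AP20187 dimerizer at 100 nM; 0% = DMSO with dimerizer and 100% = rapamycin at 8.4 µM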
zfTRPN1 agonist = agonists of zebrafish TRPN1 channel. HEK293 zebrafish TRPN1-YFP, Fluo-8 calcium fluorescence; 100% = response to 87 µM carbachol. activation, % at 3 µM. actives 0.18% (n = 220,000). AID 1424;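 active means activation above its plate's cutoff, the mean activation of test wells on that plate plus 3 SD, cut at about 19% in these data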;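 further: 0% = DMSO alone and 100% = 87 µM carbachol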
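Material: zebrafish TRPN1-YFP in HEK293 cells. Doses: one dose of 3 µM, 0.3% DMSO. Incubation: dye 1 h 37 °C plus 30 min RT. Measured by: intracellular calcium fluorescence with Fluo-8.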
TRPML3 ag = activates the human TRPML3 channel. AID 1448. actives 0.29% (n = 220,000). activation, % at 3 µM. HEK293 TRPML3-YFP, Fluo-8 calcium fluorescence; 100% = the carbachol control signal;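 active means activation above its plate's cutoff, the mean activation of the plate's test wells plus 3 SD, cut at about 12% in these data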;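 further: 0% = DMSO only wells and 100% = carbachol wells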
Target sequence (Q8TDD5 whole entry, looked up): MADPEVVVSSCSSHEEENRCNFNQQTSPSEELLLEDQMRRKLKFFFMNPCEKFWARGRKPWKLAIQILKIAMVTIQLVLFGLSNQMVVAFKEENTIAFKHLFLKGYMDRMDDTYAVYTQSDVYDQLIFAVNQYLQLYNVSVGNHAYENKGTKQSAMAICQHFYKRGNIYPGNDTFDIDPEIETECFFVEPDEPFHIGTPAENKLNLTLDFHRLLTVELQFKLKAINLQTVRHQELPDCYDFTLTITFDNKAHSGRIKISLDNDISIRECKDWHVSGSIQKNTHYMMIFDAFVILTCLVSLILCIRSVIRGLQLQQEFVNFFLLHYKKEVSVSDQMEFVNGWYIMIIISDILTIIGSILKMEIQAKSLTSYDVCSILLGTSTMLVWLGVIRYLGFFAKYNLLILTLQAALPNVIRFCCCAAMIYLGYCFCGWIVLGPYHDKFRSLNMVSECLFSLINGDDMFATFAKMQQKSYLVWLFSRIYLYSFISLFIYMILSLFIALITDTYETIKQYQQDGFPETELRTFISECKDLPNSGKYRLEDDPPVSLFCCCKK
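Test system: TRPML3-YFP stable HEK293 cells. Doses: single point at 3 µM. Incubation: dye loading 1 h 37 °C then 30 min ambient, 125 s read. Signal: Fluo-8 calcium dye fluorescence, ex 470-495, em 515-575 nm. Measure: percent activation from peak-to-basal fluorescence ratio, scaled between DMSO and carbachol.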
EP2 mod = modulators of human EP2 prostaglandin E2 receptor. induction, % at 25 µM. actives 0.83% (n = 260,000). P43116. AID 940. EP2-expressing cells, cAMP HTRF FRET, PGE2 co-stimulation;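 active means compounds whose cAMP rise, as percent of the full-agonist control response, exceeds 60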;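 further: rat C6 glioma line stably carrying human EP2 under a CMV promoter; the protocol text gives 20 µM as final concentration; 100% = response of wells given 1 µM PGE2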
Target sequence (P43116 whole entry, looked up): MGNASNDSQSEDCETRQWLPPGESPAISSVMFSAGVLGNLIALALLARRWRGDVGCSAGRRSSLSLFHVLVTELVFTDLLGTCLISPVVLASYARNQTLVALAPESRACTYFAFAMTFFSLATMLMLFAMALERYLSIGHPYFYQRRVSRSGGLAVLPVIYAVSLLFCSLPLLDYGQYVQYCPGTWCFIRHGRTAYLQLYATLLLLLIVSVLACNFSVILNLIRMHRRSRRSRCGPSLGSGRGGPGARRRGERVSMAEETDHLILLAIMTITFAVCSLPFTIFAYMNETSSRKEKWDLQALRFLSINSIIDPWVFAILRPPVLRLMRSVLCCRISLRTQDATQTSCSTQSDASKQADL
S1P4 agonist = agonists of human S1P4 receptor | O95977 | S1P4-expressing cell line, agonist reporter assay | activation, % at 4.98 µM | actives 0.35% (n = 220,000); in the data active means activation above about 11%;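 further: 0% = DMSO vehicle and 100% = reference agonist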
* marks the source's active call; other numbers are inactive results; & = joins results of further samples.

nr	smiles	Ba/F3 V617F tox	S1P4 antagonist	BaF3 tox	Calpain2 inh	PERK inhibitor
1	O=C(NCCCN1CCN(c2cccc(Cl)c2)CC1)c1cccc(N2CCCC2=O)c1	-1.6	-13.3	3.3	12.7	-1.0
2	Cn1ccnc1SCC(=O)N(C1CCCCC1)C1CCCCC1	-5.6	6.6	-0.3	24.9	-1.2
3	O=[N+]([O-])c1ccc(N2CCN(C(=S)NCc3ccc(Cl)cc3)CC2)cc1	-3.0	-9.8	9.9	14.3	0.6
4	COc1ccc2[nH]c(=O)c(CN(CCO)S(=O)(=O)c3ccc4c(c3)OCCO4)cc2c1	-2.7	-6.0	2.2	-69.9	0.8
5	CC(C)[C@H](NC(=O)NCCC1=CCCCC1)C(=O)O	-2.7	-0.5	1.1	-14.0	1.4
6	C/C(Cc1ccccc1)=N\NC(=O)CNC(=O)Cc1ccccc1	-1.2	16.0	-0.6	-7.6	0.4
7	CC(=O)NCCC(=O)NCc1ccc(F)cc1	-1.4	12.4	2.6	-29.4	0.8
8	CCCCCCNC(=O)C(C(=O)OCC)C1CCCCC1 (configuration not stated)	-2.9	-12.3	1.7	9.7	0.9

nr	zfTRPN1 agonist	TRPML3 ag	EP2 mod	S1P4 agonist
1	-0.4	-0.1	-11.0	-0.1
2	-0.6	-0.8	20.7	0.3
3	0.8	0.5	-33.0	-1.0
4	0.4	0.0	-4.8	-0.2
5	-0.5	1.2	17.9	0.6
6	-0.6	1.0	-3.8	-0.8
7	1.2	0.7	-12.6	-0.8
8	-0.1	-0.3	-4.0	-0.1

(listing goes on)
nr	smiles	Ba/F3 V617F tox	S1P4 antagonist	BaF3 tox	Calpain2 inh	PERK inhibitor
9	CC(=O)Nc1ccc(S(=O)(=O)NCc2ccc(C(=O)NCCN3CCCCCC3)cc2)cc1	2.0	7.2	2.8	-4.4	1.8
10	COc1ccc2c(c1)c(C(C)=O)c(C)n2C	-0.8	-2.7	0.9	7.7	0.8
11	CCOC(=O)CC(=O)CSc1nccc(-c2cccnc2)n1	-6.2	3.2	-0.8	5.5	0.1
12	COc1ccccc1NC(=O)CSC1=NC(=O)C(NC(C)=O)C(=O)N1 (configuration not stated)	-4.1	-2.5	1.6	-25.6	1.1
13	Cc1ccc(NCc2ccccc2)cc1	-1.5	5.0	4.4	5.8	0.7
14	COc1cc(/C=N/NC(=O)c2ccoc2C)cc(OC)c1O	0.2	-16.9	4.2	-8.2	0.6
15	CCN(CC)S(=O)(=O)c1ccc(NN=C2CCN(C)CC2)c([N+](=O)[O-])c1	-1.0	-14.6	7.5	12.0	0.8
16	COC(=O)c1ccc(Cl)c(NC(=O)CN2CCC(C)CC2)c1	-1.2	2.2	6.5	-7.3	-0.4

nr	zfTRPN1 agonist	TRPML3 ag	EP2 mod	S1P4 agonist
9	-0.2	0.4	10.2	3.9
10	-0.5	0.6	-4.8	0.2
11	0.7	0.7	19.4	-1.1
12	-0.2	0.2	5.0	-1.1
13	0.3	0.4	43.7	-0.5
14	0.1	0.9	-46.3	-0.8
15	0.2	-2.0	-42.8	1.1
16	-0.3	-1.8	7.3	-3.8

(cont.)
nr	smiles	Ba/F3 V617F tox	S1P4 antagonist	BaF3 tox	Calpain2 inh	PERK inhibitor
17	COc1ccc(C(=O)NCc2cn3c(C)csc3n2)cc1OC	0.9	-16.4	3.3	3.1	0.1
18	COC(=O)c1ccc(NN=Nc2ccc(C)cc2)cc1	3.6	-6.6	4.0	8.7	-0.2
19	CCn1nccc1C(=O)Nc1ccc(Cl)cc1Cl	-0.8	5.4	4.9	-16.6	0.6
20	O=[N+]([O-])c1ccc(N/N=C/c2ccc(O)c(O)c2O)c(S(=O)(=O)N2CCOCC2)c1	-0.3	2.7	8.6	-97.1	0.5
21	COc1ccc(-c2cn[nH]c2-c2ccc(OCc3ccc(F)cc3)cc2O)cc1OC	1.5	-19.7	0.2	27.0	-0.7
22	Cc1ccc2cc(-c3noc(C4CCCO4)n3)c(=O)[nH]c2c1 (configuration not stated)	-0.8	3.4	8.2	-87.8	1.0
23	COc1cccc(N2CCN(C(=O)CN(C)S(=O)(=O)c3ccc4c(c3)CCC(=O)N4)CC2)c1	-1.9	3.8	1.2	29.1	-0.2
24	COc1cc(/C=N/NC(=O)c2cncc(Br)c2)ccc1OC(=O)c1ccc2c(c1)OCO2	-3.6	-7.1	-0.7	-217.0	1.4

nr	zfTRPN1 agonist	TRPML3 ag	EP2 mod	S1P4 agonist
17	1.2	0.3	13.3	-0.3
18	0.5	0.2	1.0	0.6
19	-1.6	-0.5	38.4	1.1
20	0.6	0.0	-2.5	0.9
21	-1.8	-0.1	-52.6	2.8
22	0.4	-0.1	7.6&-36.2	-3.6
23	0.8	0.1	-28.2	-2.0
24	1.1	-0.1	-23.5	3.1

Random excerpt: two records from the list.
nr	smiles	Ba/F3 V617F tox	S1P4 antagonist	BaF3 tox	Calpain2 inh	PERK inhibitor
7	CC(=O)NCCC(=O)NCc1ccc(F)cc1	-1.4	12.4	2.6	-29.4	0.8
13	Cc1ccc(NCc2ccccc2)cc1	-1.5	5.0	4.4	5.8	0.7

nr	zfTRPN1 agonist	TRPML3 ag	EP2 mod	S1P4 agonist
7	1.2	0.7	-12.6	-0.8
13	0.3	0.4	43.7	-0.5

The list goes on.
nr	smiles	Ba/F3 V617F tox	S1P4 antagonist	BaF3 tox	Calpain2 inh	PERK inhibitor
25	CCOc1ccc(C(=O)Nc2ccc(N3CCN(C)CC3)cc2)cc1[N+](=O)[O-]	1.8	-17.1	8.0	-19.3	0.6
26	COc1ccc(Oc2nc(-c3ccccc3)ncc2S(=O)(=O)c2ccccc2)cc1	-2.7	-14.0	3.1	-10.7	0.3
27	COc1cc(OC)c(S(=O)(=O)NC(C)C)cc1C(=O)O	0.2	16.1	0.7	15.5	0.1
28	CCOC(=O)c1nn(-c2ccccc2F)c2nc(Nc3ccccc3)cc(=O)n12	-3.1	-4.7	4.0	-35.8	0.1
29	CC[N+](C)(C)CC/C=C1/c2ccccc2Sc2ccc(Cl)cc21	17.3	6.5	24.8	-16.0	1.0
30	N#Cc1c(C(F)(F)F)cc(-c2ccc(Cl)cc2)nc1SCC(=O)O	4.0	16.8	5.8	0.6	0.7
31	CCOC(=O)CNC(=O)CSc1ncnc2c1cnn2-c1ccc(C)cc1	-5.8	4.3	0.0	-2.6	1.7
32	Cc1nc(N)sc1-c1csc(Nc2ccc(Cl)cn2)n1	-0.3	-12.0	2.4	-51.8	0.4

nr	zfTRPN1 agonist	TRPML3 ag	EP2 mod	S1P4 agonist
25	0.6	1.1	-24.2	0.6
26	1.1	0.9	29.7	0.7
27	0.0	0.5	-2.5	0.5
28	-0.6	-0.5	-8.8	1.1
29	-0.3	0.5	-7.1	-0.4
30	0.9	0.1	3.2	0.9
31	1.0	0.3	-7.9	-0.9
32	0.4	1.1	-5.2	1.5

Additional records follow.
nr	smiles	Ba/F3 V617F tox	S1P4 antagonist	BaF3 tox	Calpain2 inh	PERK inhibitor
33	CCOC(=O)c1nn(-c2ccc(F)cc2)c(C)c1C(C)=O	-2.1	-7.2	3.1	-36.8	0.3
34	COc1ccc(N2CCN(C(=O)Cc3ccc(Br)cc3)CC2)cc1	0.7	-8.9	-1.8	8.2	0.3
35	COc1ccc(Cl)cc1N(CC(=O)NCC(C)C)S(=O)(=O)c1ccc(C)c([N+](=O)[O-])c1	0.9	-11.1	6.1	-7.4	0.9
36	COc1ccc(CC(=O)NC2=NCCS2)cc1	-2.2	-3.1	2.0	-17.0	0.2
37	CCN(CC)S(=O)(=O)c1ccc(N2CCOCC2)c(NC(=O)c2cccc3ccccc23)c1	-1.4	-1.9	1.6	-9.6	-0.2
38	CSc1nc2ccccc2n1CC(=O)Nc1ccccc1	6.9	-1.0	7.9	15.1	0.1
39	COc1ccccc1N1C(=O)[C@@H]2[C@H](C1=O)[C@H](C(=O)c1ccc(OC(C)=O)cc1)N1N=CC=C[C@@H]21	2.3	-0.9	2.2	-3.7	-0.8
40	CCOc1cc(C(=O)Nc2ccc(S(=O)(=O)NC3=NCCCCC3)cc2)cc(OCC)c1OCC	-0.2	0.2	2.2	-1.2	1.8

nr	zfTRPN1 agonist	TRPML3 ag	EP2 mod	S1P4 agonist
33	-0.3	0.4	18.6	-3.1
34	1.6	0.9	-0.7	-1.6
35	-1.1	0.4	17.5	25.3*
36	-1.1	0.1	18.7	1.4
37	1.1	-0.3	-6.4	-0.6
38	0.9	0.1	15.3	0.6
39	1.2	0.6	-39.0	0.7
40	0.7	0.4	32.9	-0.7

(list continues)
nr	smiles	Ba/F3 V617F tox	S1P4 antagonist	BaF3 tox	Calpain2 inh	PERK inhibitor
41	CCOc1ccc(NC(=S)N(CCN2CCOCC2)Cc2ccc3c(c2)CCCN3CC)cc1	1.5	2.2	7.5	-17.0	0.2
42	Cc1c(-c2ccccc2)nc(-c2ccccc2)[nH]c1=O	2.6	14.5	7.1	-19.1	1.8
43	O=C(CN1CCN(Cc2ccc(Cl)cc2)CC1)N/N=C/c1c[nH]c2ccccc12	3.7	-20.3	6.5	20.5	-1.6
44	C/C(=N/NC(=O)CN1CCN(S(=O)(=O)c2ccc(Br)cc2)CC1)c1ccco1	-1.1	-14.4	7.4	-3.5	0.3
45	COc1ccc(CCNC(=O)CC2Nc3cc(C)c(C)cc3NC2=O)cc1OC (configuration not stated)	4.6	1.8	4.0	-28.1	0.6
46	O=C(O)CCCN1C(=O)/C(=C/C=C/c2ccco2)SC1=S	-6.4	-6.0	-0.2	14.1	0.2
47	COc1ccc(Cc2nnc(NC(=O)C(C)C)s2)cc1	-0.4	-33.1	1.3	-0.4	-0.6
48	Cc1cc(C)nc(NC=C2C(=O)OC(C)(C)OC2=O)n1	-1.8	4.8	0.8	-11.1	1.8

nr	zfTRPN1 agonist	TRPML3 ag	EP2 mod	S1P4 agonist
41	-0.6	0.9	7.3	0.1
42	1.3	1.2	16.6	-0.2
43	1.8	0.7	-72.0	-0.3
44	-1.2	0.2	9.6	-0.6
45	1.2	0.0	-1.9	-1.0
46	-0.2	0.0	74.5*	-0.8
47	0.6	0.4	-26.8	-0.1
48	0.4	0.5	-9.7	-0.1

Next section
nr	smiles	Ba/F3 V617F tox	S1P4 antagonist	BaF3 tox	Calpain2 inh	PERK inhibitor
49	COc1ccc(CNC(=O)C(c2ccco2)N(C(=O)CNS(=O)(=O)c2ccccc2)c2ccccc2C)cc1 (configuration not stated)	1.4	7.6	6.5	-21.4	-1.8
50	Cc1cccc(OCCN2C(=O)c3ccccc3C2=O)c1	-2.4	-2.5	0.1	18.7	0.2
51	O=C(NCCCO)/C(=C/c1ccc(-c2cccc([N+](=O)[O-])c2)o1)NC(=O)c1ccccc1	0.5	6.7	3.0	-37.0	0.0
52	CNc1oc(C)nc1S(=O)(=O)c1ccccc1	-0.1	-4.3	1.2	-2.2	0.8
53	CN(C)CCCNC(=S)N1CCn2c(nc3ccccc32)C1	2.2	-19.8	4.2	-8.3	0.3
54	COc1ccc(OC)c(NC(=O)c2ccc(S(=O)(=O)N3CCN(C)CC3)cc2)c1	-1.9	-18.3	2.6	26.5	-0.6
55	COc1ccc2cc(S(=O)(=O)c3ccccc3)c(=O)oc2c1	-1.7	-5.7	2.9	-320.2	0.5

nr	zfTRPN1 agonist	TRPML3 ag	EP2 mod	S1P4 agonist
49	-1.0	-0.1	28.4	0.5
50	-2.5	0.5	14.6	0.3
51	-0.4	0.4	-3.0	1.9
52	0.4	0.3	19.5	1.0
53	-0.4	0.6	-19.6	1.5
54	1.1	1.4	6.6&-10.0	0.1
55	1.5	0.3	5.8	0.7
